# GLP1R inv ag: GLP-1 receptor (human) inverse agonism; P43220; HEK293 GLP-1R CRE-luciferase, luminescence, 24 h; GLP-1R form is constitutively active; Potency, µM (doses to about 38.3 µM), inactives show at the top dose activity change, negative = inhibition, actives largely listed as inhibitors; 410,000 compounds, 1.6% hits; AID 624417; note: potency is the fitted concentration of half-maximal effect; % is set by controls: 0 for no effect and ±100 for the full control effect; nearly all actives have a fitted effect of over 55% in size
# Target sequence (P43220 whole entry, looked up): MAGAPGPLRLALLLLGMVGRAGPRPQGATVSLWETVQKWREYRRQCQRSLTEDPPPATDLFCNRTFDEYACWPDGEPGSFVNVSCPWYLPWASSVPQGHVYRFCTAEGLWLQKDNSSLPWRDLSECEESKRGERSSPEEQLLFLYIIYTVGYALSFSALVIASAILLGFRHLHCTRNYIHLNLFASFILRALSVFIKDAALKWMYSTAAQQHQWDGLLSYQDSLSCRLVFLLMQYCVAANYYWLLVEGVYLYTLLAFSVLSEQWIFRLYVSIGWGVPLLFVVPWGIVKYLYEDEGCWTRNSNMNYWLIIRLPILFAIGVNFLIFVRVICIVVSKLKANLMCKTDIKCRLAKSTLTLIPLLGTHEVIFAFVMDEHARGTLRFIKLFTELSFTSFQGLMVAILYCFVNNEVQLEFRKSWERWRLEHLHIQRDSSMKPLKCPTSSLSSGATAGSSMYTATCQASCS
#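 Readout was luciferase luminescence, measured 12 min after detection reagent at room temperature. Beforehand, GLP-1R reporter HEK293 cells had sat 12 h, then received compounds for 24 hr at 37 deg C.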
# TDP-43 yeast inh: rescues yeast growth from TDP-43 toxicity; TDP-43 expressing yeast growth rescue, BacTiter-Glo, 24 h; Potency, µM (doses to about 46.1 µM), for the others: top-dose growth rescue (activation), usual class: activators; 410,000 compounds, 1.8% hits; AID 652104; note: potency is the fitted concentration of half-maximal effect; % of control where 0% means no effect; nearly all actives have a fitted effect of over 50% in size
#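 Luminescence from BacTiter-Glo reports growth of TDP-43-expressing yeast after 24 hr at 30 deg C with compound. Cells were raffinose-pregrown to mid-log, then seeded in galactose medium at OD600=0.02.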
# pAkt inh: inhibitors of Akt phosphorylation; Neuro2A IGF-stimulated pAkt S473 HTRF, 20 min; active compounds read low; activity change, % for hits at 50 µM; 360,000 compounds, 0.32% hits; AID 651550; in the data active = activity change below about -80%; inconclusive = mostly about -51% to -80%; note: % is set by controls: 0 for no effect and ±100 for the full control effect
#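 Neuro2A cells in DMEM with 0.5% FBS, overnight at 37 deg C, given compound at single 50 µM final, then IGF (6 nM final) for 20 min at 37 deg C. Lysed; phospho-Akt Ser473 by HTRF after 24 h, 665/615 ratio.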
# Abeta rescue: restores growth of yeast expressing A-beta42 peptide. Potency, µM (top dose mostly 46.1 µM), for inactives: top-dose growth rescue, most hits filed as activators. 410,000 compounds, 0.063% hits. yeast expressing A-beta42, growth rescue, OD600, 48 h; response scale: 0% DMSO, 100% iron-clioquinol control; note: potency is the fitted concentration of half-maximal effect; nearly all actives have a fitted effect of over 55% in size
#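 Growth rescue measured by 600 nm absorbance after 48 h yeast culture at 30 C with compound. Values normalized between DMSO and an equimolar ferric chloride plus clioquinol control.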
# PTHR1 ag: PTHR1 (human) receptor agonism | Potency, µM (highest dose often 115 µM), for the others: at the highest dose activation, hits mostly activators | HEK293 GP2 PTHR1 cells, GloSensor cAMP luminescence, 1 h | Q03431 | 410,000 compounds, 0.075% hits; note: potency is the fitted concentration of half-maximal effect; nearly all actives have a fitted effect of over 55% in size; some results filed as inactive show a strong effect at the top dose; inactives centre near -15; many of its hits are not listed in these tables
# Target sequence (Q03431 whole entry, looked up): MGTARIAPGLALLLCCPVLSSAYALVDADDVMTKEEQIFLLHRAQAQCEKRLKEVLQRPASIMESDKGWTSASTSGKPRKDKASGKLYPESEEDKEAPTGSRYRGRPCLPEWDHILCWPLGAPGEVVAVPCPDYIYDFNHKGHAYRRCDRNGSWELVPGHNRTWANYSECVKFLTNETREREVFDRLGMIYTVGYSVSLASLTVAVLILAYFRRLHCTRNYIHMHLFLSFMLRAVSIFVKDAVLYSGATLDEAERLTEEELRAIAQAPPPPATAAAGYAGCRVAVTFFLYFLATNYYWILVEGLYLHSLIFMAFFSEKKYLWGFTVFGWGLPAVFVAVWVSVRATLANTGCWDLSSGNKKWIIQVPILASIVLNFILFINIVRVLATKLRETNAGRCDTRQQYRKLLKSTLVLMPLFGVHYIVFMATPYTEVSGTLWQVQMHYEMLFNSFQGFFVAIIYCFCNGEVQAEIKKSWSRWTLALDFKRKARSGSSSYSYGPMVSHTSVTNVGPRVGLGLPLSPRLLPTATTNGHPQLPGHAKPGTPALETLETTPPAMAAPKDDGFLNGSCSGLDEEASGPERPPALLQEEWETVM
#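 HEK-293-derived GP2 cells expressing PTHR1 and a GloSensor cAMP reporter, 3,000/well, plated overnight, given luciferin plus IBMX (each 0.5 mM as added) for 1 h at 37 °C, then compound for 1 h at 37 °C. Luminescence was read after 15 min at room temperature.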
# DRD3 antagonist: blocks the human D3 dopamine receptor | P35462 | D3R cells, DiscoveRx beta-arrestin luminescence, antagonist mode; active compounds read low | max response, negative = inhibition, % | 360,000 compounds, 2.5% hits; in the data active = max response below about -50%; inconclusive = no clear call, values can overlap the other calls; note: % is set by controls: 0 for no effect and ±100 for the full control effect; mostly tested at two doses, the higher about 12 µM
#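 Cells expressing the human receptor were seeded at 1500 cells/well, incubated overnight at 37 degrees C in 5% CO2, then exposed to library compounds with dopamine controls for 90 minutes at 37 degrees C before luminescent detection.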
# GLP-1R agonist: agonists of human GLP-1 receptor. P43220. HEK293 GLP-1R CRE-luciferase, luminescence, 4-6 h; cells express a hypersensitive GLP-1R form. Potency, µM (series often up to 45.6 µM), for inactives: at the top dose activation, usual class: activators. 380,000 compounds, 0.007% hits; note: potency is the fitted concentration of half-maximal effect; % of control where 0% means no effect
# aSyn yeast inh: alpha-synuclein toxicity inhibition in yeast. Yeast expressing alpha-synuclein, growth rescue, BacTiter-Glo, 24 h. 370,000 compounds, 0.14% hits. AID 652106. Potency, µM (top dose mostly 46.1 µM), for inactives: top-dose growth rescue (activation), most hits filed as activators; note: potency is the fitted concentration of half-maximal effect; % of control where 0% means no effect; nearly all actives have a fitted effect of over 65% in size
#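 Screening used galactose-induced yeast with toxic alpha-synuclein levels, exposed to compound for 24 hr at 30 deg C. Cell growth, read with BacTiter-Glo luminescence, gave the measured signal.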
# FUS yeast rescue: suppressors of FUS proteinopathy in yeast. Potency, µM (series often up to 76.6 µM), inactives show top-dose growth rescue (activation), usual class: activators. S. cerevisiae FUS-expressing, growth rescue, OD600, 24 h. 390,000 compounds, 0.24% hits;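 note: potency is the fitted concentration of half-maximal effect; plate controls were DMSO vehicle for no effect and reference control for full effect; nearly all actives have a fitted effect of over 55% in size; some results filed as inactive show a strong effect at the top dose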
#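 S. cerevisiae expressing FUS from galactose induction served as the toxicity model. Growth after 24hr at 30C, read as absorbance at 600 nm, indicates suppression of toxicity; compounds dosed at several concentrations.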
# * hit, by the source's call; i = inactive; ? = inconclusive; nt = no result given; & = joins results of further samples; [ ] = remark or other dose. Unless noted, calls come from the whole dose curve; as a rule, active = well fitted curve in the direction sought with a large enough effect; inconclusive = small, poorly fitted or top-dose-only effect, or another doubt; inactive = no such curve, though single readings can be large; an effect the other way counts as inactive or inconclusive. Only part of the results is shown; the hit share may differ from the screen's.
SMILES,GLP1R inv ag,TDP-43 yeast inh,pAkt inh,Abeta rescue,PTHR1 ag,DRD3 antagonist,GLP-1R agonist,aSyn yeast inh,FUS yeast rescue
COc1cccc2cc(C(=O)NCc3ccc(C)cc3)c(=O)oc12,16%,-3%,i,-7%,i,0,3%,-9%,-15%
Cc1ccc(N(CC(=O)O)S(C)(=O)=O)cc1Cl,11%,10%,i,7%,-13%[57.5 µM],14,-1%,0%,15%
CC(=O)N1CC=CC1(C)C(=O)O (configuration not stated),-1%,13%,i,-6%,-21%,10,-1%,-2%,-13%
CCCCNC(=O)Nc1nnc(-c2ccccc2)o1,7%,?,i,8%,i,0,-6%,6%,-4%
O=C(N1CCN=C1SCc1cccnc1)C12CC3CC(CC(C3)C1)C2,3.5µM*,17%,i,29%,i,-9,-10%,-12%,16%
CCSc1nnc(NC(=O)C2Cc3ccccc3CN2C(=O)c2ccco2)s1 (configuration not stated),0%,3%,i,7%,-11%[57.5 µM],-4,-3%,12%,?
Cc1cccc(NC(=O)CSc2nc(COc3ccccc3)nc3ccccc23)c1C,8%,-5%,i,8%,-3%,4,-3%,8%,-11%
CCCCN1CC(=O)N2[C@H](c3ccc(OC)cc3)[C@@H]3C(=O)N(CC)C(=O)[C@@H]3[C@]2(C)C1=O,16%,-10%,i,8%,-15%,0,-4%,-3%,-13%
O=C(NC1CC(=O)N(c2ccccc2)C1)C(=O)c1c[nH]c2ccccc12 (configuration not stated),-18%,-12%,i,-6%,i,?,5%,-6%,28%
O=C(O)C(=O)Nc1ccc(NC(=O)C(c2ccccc2)c2ccccc2)cc1,2%,2%,i,-18%,-9%,0,4%,8%,27%
CCOC(=O)C(NCCc1ccccc1)(NC(C)=O)C(F)(F)F (configuration not stated),5%,11%,i,1%,i,-4,0%,-1%,nt
O=C(CN1CCN(C(=O)c2ccco2)CC1)Nc1cc(S(=O)(=O)N2CCCC2)ccc1Cl,10%,-8%,i,-4%,-48%[inhibitor],-27,0%,-6%,23%
CCN(CC)C(=O)[C@H]1C[C@H](CC(=O)NCCN2CCOCC2)C(=O)N2CCc3c([nH]c4ccc(Cl)cc34)[C@]12C,12%,4%,i,-5%,i,0,-1%,1%,-4%
CCOc1ccccc1NC(=O)CN(c1cc(C)cc(C)c1)S(=O)(=O)c1c(C)nn(C)c1C,?,9%,nt,-1%,i,nt,nt,nt,?
CCC(=O)Nc1ccc2c(c1)OC[C@@H](C)N(C(=O)c1ccccn1)C[C@@H](C)[C@@H](OC)CN(C)C2=O,-1%,9%,i,-11%,-11%,3,nt,0%,3%
O=C(Cn1cnnn1)NCc1ccccc1,10%,1%,i,3%,-9%,1,7%,0%,11%
CCOc1ccc(Cl)cc1CNCCNCC(C)O (configuration not stated),-26%,-27%,i,-8%,i,-71*,1%,-11%,-6%
Cc1ccc(-c2nn(-c3ccccc3)cc2/C=N/NC(=O)CSc2nnc(C)n2-c2ccccc2)cc1,?,14%,i,10%,-3%[57.5 µM],4,-19%,5%,34%
COc1cccc(-c2nc3c(C#N)c[nH]n3c2NC2CCCC2)c1OC,52%[activator],0%[9.22 µM],nt,-9%,i,nt,nt,nt,10%
Cc1ccccc1OCCC(=O)Nc1ccc2c(C)cc(=O)oc2c1,12%,-3%,i,1%,i,-12,0%,1%,2%
Cc1csc(NC(=O)C(Cc2ccccc2)n2cccc2)n1 (configuration not stated),?,13µM*,i,?,-54%[inhibitor],-16,-3%,-8%,20%
c1ccc(CSc2nnc(NC3=NCCCCC3)s2)cc1,?,20%,i,-5%,-10%[57.5 µM],-19,13%,-5%,13%
CC(=O)NS(=O)(=O)c1ccc(NC(=O)COc2cccc3c2OC(C)(C)C3)cc1,16%,9%,i,15%,-1%,-1,-1%,-3%,4%
Cc1ccc(C)c(N2CCN(S(=O)(=O)c3ccc4c(c3)C(C)(C)C(=O)N4C)CC2)c1,?,20%,i,-5%,-14%,?,9%,?,38%
O=c1c2ccccc2nc(N2CCN(c3cccc(Cl)c3)CC2)n1-c1ccccc1,?,14%,nt,-11%,-23%,nt,nt,nt,?
COc1ccc(NC(=O)Nc2ccc(Br)cn2)cc1,26%,1%,i,-10%,-7%,16,1%,-2%,-4%
CCCCCCCCc1nc(SC(C)C(=O)O)n[nH]1 (configuration not stated),5%,5%,i,-12%,-36%[inhibitor],1,-7%,0%,-2%
Cc1ccc(-c2nnc(SCC(=O)N/N=C/c3ccccc3C(=O)O)n2C2CCCCC2)cc1,19%,17%,i,-1%,i,32,1%,8%,?
CCOC(=O)[C@@H]1[C@H]2COc3cc(OC)ccc3[C@H]2N2C(=O)N(c3ccc(C(F)(F)F)cc3)C(=O)[C@]12C,?,?,i,-75%[inhibitor],i,17,-5%,-59%[inhibitor],10%
CCOC(=O)C1CCCN(C(=O)c2ccc(CS(=O)(=O)Cc3ccccc3C)o2)C1 (configuration not stated),-22%,-10%,i,-13%,i,?,7%,-2%,nt
CCCCOc1cccc(OCC(=O)Nc2nc3ccccc3[nH]2)c1,-19%,-11%,i,?,i,22,-22%,-8%,nt
CCOc1ccc(CN(C)C(=O)CN2C(=O)NC(c3ccccc3)(c3ccccc3)C2=O)cc1,?,-6%,i,-13%,i,?,1%,16%,-3%
OCC(CO)(CO)n1cnnn1,16%,1%,i,13%,i,-15,-4%,2%,-17%
CCCC(=O)N(CCN1CCOCC1)c1nc2c(OC)ccc(OC)c2s1,27%,-6%,i,-12%,-22%,21,1%,0%,8%
CCN(CC)c1cc(C)c2ccccc2n1,3%,1%,i,3%,i,19,-4%,3%,-13%&-1%
CCN(CC)CCN(C(=O)c1ccc2c(c1)OCCO2)c1nc2ccc(C)cc2s1,?,-15%,i,18%,-75%[inhibitor],-28,1%,1%,-1%
N=c1c2c3c(sc2ncn1CCN1CCOCC1)CCCC3,11%,5%,i,-9%,-6%,-7,?,-4%,1%
CCOC(=O)CC(NC(=O)c1cc2cccc(OC)c2oc1=O)c1ccc(OC)cc1 (configuration not stated),68%[activator],2%,i,6%,-25%,15,?,5%,10%
COC(=O)[C@@]1(Cc2ccc(F)cc2)[C@H]2c3cc(C(=O)N4CCCC4)n(CCc4ccc(OC)c(Br)c4)c3C[C@H]2CN1C(=O)c1ccccc1,6%,?,i,-3%,-24%,-17,-5%,7%,?
CCC(Sc1nccn1C)C(=O)Nc1cccc2ccccc12 (configuration not stated),-3%,3%,i,?,-24%[57.5 µM],-29,13%,-1%,-2%
C=CC[C@@H](CC(=O)N(CCO)Cc1ccccc1)C(=O)N[C@H](COC(=O)[C@@H](CC=C)CC(=O)OC(C)(C)C)Cc1ccccc1,?,0%,i,8%,-37%[inhibitor],22,5%,-1%,?
COc1ccccc1CNC(=O)COC(=O)c1cnc(C)cn1,12%,22%,i,-7%,i,4,3%,0%,-2%
CCOC(=O)c1c(C)[nH]c(C(=O)COC(=O)C2=NNC(=O)CC2)c1C,47%[activator],-9%,i,5%,i,13,12%,-1%,6%
Nc1c(Cl)ncnc1NCCc1ccc(O)cc1,55%[activator],-2%,i,-1%,-30%[inhibitor],15,5%,-10%,4%
COc1ccc(Cn2c(C3CC3)nc3ccc(NC(=O)C4CC4)cc3c2=O)cc1,?,-1%,i,11%,-26%[57.5 µM],12,20%,-5%,31%

# Laid out differently: entries from further up.
smiles	GLP1R inv ag	TDP-43 yeast inh	pAkt inh	Abeta rescue	PTHR1 ag	DRD3 antagonist	GLP-1R agonist	aSyn yeast inh	FUS yeast rescue
CCCC(=O)N(CCN1CCOCC1)c1nc2c(OC)ccc(OC)c2s1	27%	-6%	i	-12%	-22%	21	1%	0%	8%
CCN(CC)c1cc(C)c2ccccc2n1	3%	1%	i	3%	i	19	-4%	3%	-13%&-1%
CCN(CC)CCN(C(=O)c1ccc2c(c1)OCCO2)c1nc2ccc(C)cc2s1	?	-15%	i	18%	-75%[inhibitor]	-28	1%	1%	-1%
N=c1c2c3c(sc2ncn1CCN1CCOCC1)CCCC3	11%	5%	i	-9%	-6%	-7	?	-4%	1%

# (listing goes on)
SMILES,GLP1R inv ag,TDP-43 yeast inh,pAkt inh,Abeta rescue,PTHR1 ag,DRD3 antagonist,GLP-1R agonist,aSyn yeast inh,FUS yeast rescue
COc1ccc(Br)cc1CNC(=O)c1ccc2c(c1)N(Cc1ccc(C)cc1)CCS2,-8%,2%,nt,-9%,-10%,nt,nt,nt,-20%
COc1ccc(S(=O)(=O)Nc2cccc(-n3cnnn3)c2)cc1OC,18%,5%,i,-11%,i,8,3%,-3%,-4%
CC(C)OC(=O)CSc1n[nH]c(-c2cccnc2)n1,-6%,-6%,i,-7%,12%,-15,10%,-5%,12%
Cc1nc2nc(SCC(=O)NCc3ccco3)nn2c(C)c1Cc1ccccc1,-29%,-11%,i,-3%,1%,0,5%,-4%,35%
O=C(NCCN1CCOCC1)c1cc(-c2ccccc2)nc2ccccc12,11%,14%,i,4%,i,?,0%,1%,-6%
COCCN1C(=O)C(=O)/C(=C(/O)c2ccc(S(=O)(=O)N3CCOCC3)cc2)C1c1cccc(Cl)c1 (configuration not stated),16%,-21%,i,16%,i,15,4%,-12%,27%
CCN1C(=O)/C(=C\N2CCN(c3cccc(Cl)c3)CC2)SC1=S,16%,-4%,?,2%,i,-23,-11%,-8%,-23%
Cc1onc(-c2c(Cl)cccc2Cl)c1C(=O)Nc1nc(C(C)(C)C)cs1,?,-17%,i,18%,i,?,12%,1%,22%
CC(Oc1ccccc1F)C(=O)NNC(=O)C1CC(=O)N(c2ccc3c(c2)OCCO3)C1 (configuration not stated),2%,-22%,i,-2%,-12%,-15,4%,-2%,12%
CCOc1cccc2sc(N(CCN(C)C)C(=O)c3ccc4ccccc4c3)nc12,?,-12%,i,5%,28%,?,0%,-9%,8%

# Bioassay records (PubChem BioAssay)
